# High-throughput results as filed in PubChem.
# GPR7 antagonist – blocks human GPR7 receptor signaling. inhibition, % at 4.4 µM. AID 1861. GPR7-expressing cells, fluorescence antagonist assay. actives 1.1% (n = 290,000); in the data active = inhibition above about 16%, passing the limit was not always enough;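 also: cells stimulated with the agonist NPW; 0% = agonist with vehicle and 100% = vehicle without agonist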
# Target sequence (P48145 whole entry, looked up): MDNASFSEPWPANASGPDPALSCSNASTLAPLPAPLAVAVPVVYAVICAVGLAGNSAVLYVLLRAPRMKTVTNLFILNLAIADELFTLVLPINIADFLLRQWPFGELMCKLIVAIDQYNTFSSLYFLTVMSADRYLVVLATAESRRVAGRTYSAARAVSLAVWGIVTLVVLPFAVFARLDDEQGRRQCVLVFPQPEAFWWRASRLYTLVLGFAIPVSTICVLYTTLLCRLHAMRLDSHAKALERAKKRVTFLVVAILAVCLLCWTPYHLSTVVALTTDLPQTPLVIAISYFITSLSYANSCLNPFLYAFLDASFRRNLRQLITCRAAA
# IMP-1 inhibitor – inhibitors of Pseudomonas aeruginosa IMP-1 metallo-beta-lactamase; purified IMP-1, nitrocefin hydrolysis, epi-absorbance fluorescence; inhibition, % at 5.6 µM; actives 0.45% (n = 290,000);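 active = inhibition above the mean plus 3 SD of all compounds in the same screening run, cut at about 4.5% in these data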;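 also: 0% = IMP-1 with DMSO and 100% = DMSO wells lacking enzyme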
#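 System: Purified IMP-1 | Read-out basis: Percent enzyme inhibition | Controls: IMP-1 with DMSO as 0%, enzyme-free DMSO as 100% | Replicates: One well per compound | Doses: 5.6 µM nominal single concentration | Detection: Epi-absorbance fluorescence, 480 nm excitation, 530 nm emission | Incubation: 25 °C, 15 min preincubation, 25 min reaction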
# V1R ag counter – counter-screen for oxytocin receptor agonists: human V1a receptor agonists | activation, % at 3 µM | CHO-V1R cells, Fluo-8 calcium fluorescence, agonist mode; 0% DMSO, 100% 3 nM vasopressin | actives 0.25% (n = 320,000) | P37288;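 active = activation above the mean activation of all tested compounds plus 3 SD, per screening run, cut at about 20% in these data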;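 also: signal is peak over basal fluorescence ratio across a 100 second FLIPR read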
# DNA FID counter – counter-screen for HCV NS3 helicase inhibitors: DNA intercalator displacement; inhibition, % at 7.9 µM; AID 1845; actives 0.17% (n = 290,000); DNA fluorescent intercalator displacement, fluorescence; in the data active = inhibition above about 37%;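 also: 0% = vehicle and 100% = reference compound; higher means more ethidium bromide displaced from hairpin DNA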
# HCV NS3 hel inh – HCV NS3 helicase inhibition | NS3 helicase DNA unwinding, Cy5 molecular beacon fluorescence | inhibition, % at 10.9 µM | actives 0.56% (n = 290,000);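 active = inhibition above the mean of all tested compounds plus 3 SD, set per campaign, cut at about 35% in these data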;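 also: 0% = DMSO wells and 100% = thioflavine S control wells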
#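 Compound dosing – single dose, 10.9 µM nominal final, DMSO 0.8% final · System – NS3 helicase fragment of HCV · Buffer or medium – MOPS pH 6.5, MgCl2, DTT, Tween20, BSA · Signal – Cy5 beacon fluorescence read at start and 1 h · Also added – annealed dual-labelled DNA beacon duplex, ATP-started · Schedule – 1 h at 25 °C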
# OXTR agonist – activates the human oxytocin receptor. P30559. CHO-OTR cells, Fluo-8 calcium fluorescence; normalized: DMSO 0%, oxytocin 100%. activation, % at 3 µM. actives 0.32% (n = 320,000). AID 2435;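 active = activation above the mean of all tested compounds plus 3 SD, cutoff set per screening run, cut at about 20% in these data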;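 also: peak over basal fluorescence ratio from a 100 s FLIPR kinetic read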
# GalR3 antag – human GalR3 antagonism; HEK293 GalR3-CNG cAMP membrane potential fluorescence; galR3 body fused to GalR1 C-terminus; inhibition, % at 3 µM; actives 0.44% (n = 360,000);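 active = inhibition above the screen-wide average plus 3 SD, cut at about 13% in these data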;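 also: forskolin and galanin both at EC90 stimulate the cells; cAMP rise reported by CNG channel membrane potential dye signal; 0% = forskolin plus galanin with DMSO and 100% = forskolin alone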
# VIM-2 inhibitor – inhibitors of Pseudomonas aeruginosa VIM-2 metallo-beta-lactamase; purified VIM-2, nitrocefin hydrolysis, epi-absorbance fluorescence; inhibition, % at 5.6 µM; actives 0.89% (n = 290,000); AID 1527;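 active = inhibition above the mean of all tested compounds plus 3 SD, cutoff set per screening run, cut at about 7.5% in these data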;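 also: red hydrolysis product quenches plate fluorescence so inhibitors raise well fluorescence; 0% = enzyme with DMSO and 100% = DMSO without enzyme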
# PHOSPHO1 block – blocks human PHOSPHO1 phosphatase activity | Q8TCT1 | recombinant PHOSPHO1, absorbance phosphatase assay | inhibition, % at 13.3 µM | actives 1.1% (n = 290,000) | AID 1565; in the data active = inhibition above about 60%
# Target sequence (Q8TCT1 whole entry, looked up): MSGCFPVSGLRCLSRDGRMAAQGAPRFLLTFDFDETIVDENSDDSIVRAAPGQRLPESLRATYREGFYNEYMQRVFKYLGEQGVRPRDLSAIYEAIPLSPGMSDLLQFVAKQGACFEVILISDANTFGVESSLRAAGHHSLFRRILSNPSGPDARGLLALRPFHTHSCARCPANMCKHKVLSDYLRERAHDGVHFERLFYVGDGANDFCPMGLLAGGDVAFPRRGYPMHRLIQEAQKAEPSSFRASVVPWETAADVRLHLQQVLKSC
# * hit, by the source's call; . = no result given.
# Labels used below: A = GPR7 antagonist; B = IMP-1 inhibitor; C = V1R ag counter; D = DNA FID counter; E = HCV NS3 hel inh; F = OXTR agonist; G = GalR3 antag; H = VIM-2 inhibitor; I = PHOSPHO1 block
1	COc1ccc(CNC(=O)C2CSCCS2)cc1 (stereo unspecified)
  A = -5.7; B = -1.2; C = 0.1; D = 0.6; E = 0.0; F = -0.8; G = -2.1; H = -1.4; I = 20.7
2	O=S(=O)(NCCC1=CCCCC1)c1cccc(S(=O)(=O)N2CCOCC2)c1
  A = 8.9; B = -2.9; C = 4.6; D = -26.3; E = -1.5; F = 5.5; G = -0.7; H = -1.8; I = 9.6
3	Cc1c(NC(=O)c2cc(-c3ccc(O)cc3)on2)c(=O)n(-c2ccccc2)n1C
  A = -19.2; B = -2.4; C = 0.0; D = -7.2; E = 0.1; F = 0.8; G = -2.5; H = -1.3; I = 11.9
4	O=C(Nc1ccccc1-c1nnc(SCc2ccccc2Cl)o1)c1ccccc1
  A = -14.1; B = -0.1; C = -0.7; D = -2.0; E = 1.8; F = 0.7; G = -2.6; H = -2.1; I = 4.3
5	COC(=O)c1ccccc1NC(=O)Nc1c(C)n(C)n(-c2ccccc2)c1=O
  A = -10.1; B = -2.0; C = 0.2; D = 0.2; E = 2.4; F = -0.6; G = 0.2; H = -0.9; I = -0.6
6	O=C(/C=C/c1ccc(Cl)c(C(F)(F)F)c1)N1CCN(c2ccccn2)CC1
  A = -13.0; B = -4.2; C = 4.0; D = -32.1; E = -8.9; F = 0.1; G = -5.8; H = -1.2; I = 2.2
7	COc1ccc(N(C(=O)c2ccncc2)S(=O)(=O)c2cccc([N+](=O)[O-])c2)cc1
  A = -1.6; B = -1.9; C = 0.8; D = -10.6; E = -6.4; F = -0.7; G = 4.0; H = -0.6; I = -45.1
8	O=C(CN1CCN(Cc2ccccc2)CC1)Nc1ccc(Cl)cc1
  A = -9.8; B = -0.3; C = 4.0; D = 8.3; E = -9.7; F = 3.7; G = -8.2; H = -3.3; I = 27.0
9	O=C(NC(=S)NCCCN1CCOCC1)c1ccc(Br)cc1
  A = -2.5; B = -2.2; C = -0.4; D = -1.7; E = -12.2; F = -1.2; G = -8.5; H = -2.1; I = 32.5
10	Cc1cc(NC(=O)CCCSc2nc(-c3ccco3)cc(C(F)(F)F)n2)n(-c2ccccc2)n1
  A = 5.4; B = -3.4; C = 0.0; D = -27.8; E = -0.9; F = -2.6; G = 0.6; H = -2.6; I = 1.7
11	O=C(COc1ccc2ccccc2c1)N1CCN(C(=O)c2cccnc2)CC1
  A = -10.3; B = -1.6; C = 0.3; D = -10.0; E = -9.4; F = 1.1; G = -4.7; H = -1.5; I = 15.3
12	CCOC(=O)C1=C(C)Nc2ccc(C)cc2S1
  A = -1.3; B = -2.1; C = 0.1; D = -4.1; E = 3.6; F = -0.6; G = -3.3; H = -1.9; I = 32.3
13	N#CN=C1CCCCCN1CC(N)=O
  A = -3.4; B = -3.4; C = 0.3; D = 0.8; E = 4.0; F = 1.2; G = -3.5; H = -3.4; I = 0.6
14	Nc1nc(CN2CCN(Cc3ccc4c(c3)OCO4)CC2)nc(Nc2ccccc2)n1
  A = -2.7; B = -3.6; C = -0.6; D = -2.1; E = -8.5; F = -1.5; G = -5.2; H = -6.0; I = 26.8
15	C=CCn1c(SCC(=O)N2CCN(C(=O)c3ccco3)CC2)nc2sc(CC)cc2c1=O
  A = -3.2; B = -0.9; C = -0.7; D = -30.9; E = -3.4; F = -3.1; G = -2.1; H = 12.1*; I = -6.8
16	COc1ccccc1/C=N\NC(=O)c1c(C)nc2ccc(Cl)cn12
  A = -14.9; B = -4.5; C = .; D = -13.2; E = 24.2; F = .; G = -5.5; H = -1.4; I = 4.6
17	Cc1oc(C(C)(C)C)cc1-c1cc(NC(=O)c2ccc([N+](=O)[O-])cc2)n[nH]1
  A = -14.6; B = -0.2; C = -1.3; D = -0.1; E = -9.9; F = -0.7; G = 0.4; H = -1.2; I = -1.1
18	Cc1ccc(-n2c(=O)c3sccc3n(CC(=O)NC3CCCCC3)c2=O)cc1
  A = -8.8; B = -2.7; C = -1.0; D = 1.8; E = -5.8; F = -1.3; G = -9.4; H = -3.1; I = 2.0
19	CC(C)CNC(=O)c1cc(-c2ccco2)on1
  A = 1.3; B = -3.2; C = 0.1; D = -0.7; E = 2.8; F = -0.5; G = -4.5; H = -1.7; I = 29.2
20	CS(=O)(=O)N1CCN(c2ccc(NC(=O)C(c3ccccc3)c3ccccc3)cc2)CC1
  A = -0.5; B = -0.4; C = 1.7; D = -16.2; E = -10.0; F = 2.5; G = 0.0; H = -0.5; I = 0.5
21	O=C1C(=O)c2ccccc2C([O-])=C1[n+]1ccccc1
  A = -6.0; B = -2.4; C = -0.2; D = -1.7; E = 2.7; F = 0.3; G = 0.9; H = 1.0; I = 7.6
22	Cc1cc(C)cc(NS(=O)(=O)c2ccc3[nH]c(=O)[nH]c3c2)c1
  A = -6.2; B = -2.3; C = 0.6; D = -3.7; E = -6.9; F = 0.0; G = -1.3; H = -4.9; I = -6.8
23	COc1ccc(N=Cc2c(C)[nH][nH]c2=O)cc1
  A = -9.7; B = -1.8; C = 0.1; D = 1.0; E = -6.2; F = -0.1; G = -0.2; H = -1.4; I = 3.2
24	O=C(OC1C2CCC1C1CN(CCc3ccccc3)CC12)c1ccccc1 (stereo unspecified)
  A = 42.4*; B = -2.3; C = 2.9; D = 8.4; E = -17.6; F = 3.1; G = -15.0; H = -1.0; I = 20.7
25	CC1(C)CC(=O)c2sc(N)nc2C1
  A = -4.4; B = 2.3; C = -0.4; D = 4.8; E = 1.7; F = 0.3; G = -5.1; H = -3.2; I = 14.0
26	Cc1ccc(S(=O)(=O)NCC(=O)NCC(=O)OCC(=O)N2CC(=O)Nc3ccccc32)cc1C
  A = -2.1; B = -2.7; C = 7.0; D = -18.5; E = -13.9; F = -0.9; G = -4.2; H = -2.1; I = 20.1
27	Cc1ccc(CN2CCC(n3nccc3NC(=O)CCOc3ccccc3)CC2)o1
  A = -21.7; B = -1.8; C = 6.3; D = 0.8; E = -1.6; F = -0.7; G = -3.9; H = -0.2; I = 26.3

# Quoted at random: 5 entries already listed
# Labels used below: A = GPR7 antagonist; B = IMP-1 inhibitor; C = V1R ag counter; D = DNA FID counter; E = HCV NS3 hel inh; F = OXTR agonist; G = GalR3 antag; H = VIM-2 inhibitor; I = PHOSPHO1 block
13	N#CN=C1CCCCCN1CC(N)=O
  A = -3.4; B = -3.4; C = 0.3; D = 0.8; E = 4.0; F = 1.2; G = -3.5; H = -3.4; I = 0.6
10	Cc1cc(NC(=O)CCCSc2nc(-c3ccco3)cc(C(F)(F)F)n2)n(-c2ccccc2)n1
  A = 5.4; B = -3.4; C = 0.0; D = -27.8; E = -0.9; F = -2.6; G = 0.6; H = -2.6; I = 1.7
8	O=C(CN1CCN(Cc2ccccc2)CC1)Nc1ccc(Cl)cc1
  A = -9.8; B = -0.3; C = 4.0; D = 8.3; E = -9.7; F = 3.7; G = -8.2; H = -3.3; I = 27.0
22	Cc1cc(C)cc(NS(=O)(=O)c2ccc3[nH]c(=O)[nH]c3c2)c1
  A = -6.2; B = -2.3; C = 0.6; D = -3.7; E = -6.9; F = 0.0; G = -1.3; H = -4.9; I = -6.8
14	Nc1nc(CN2CCN(Cc3ccc4c(c3)OCO4)CC2)nc(Nc2ccccc2)n1
  A = -2.7; B = -3.6; C = -0.6; D = -2.1; E = -8.5; F = -1.5; G = -5.2; H = -6.0; I = 26.8
